Assay outcomes from PubChem BioAssay.
TNAP act hiacc: increases human TNAP activity under high phosphate acceptor concentration; P05186; purified TNAP, CDP-star luminescence, 1 M DEA, 30 min; active compounds read high; 0 = EDTA background, 1 = DMSO-only activity; activation factor at 20 µM; 200,000 tested, under 10 active; AID 1136;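 active means activation factor at least 2 at 20 µM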
Target sequence (P05186 whole entry, looked up): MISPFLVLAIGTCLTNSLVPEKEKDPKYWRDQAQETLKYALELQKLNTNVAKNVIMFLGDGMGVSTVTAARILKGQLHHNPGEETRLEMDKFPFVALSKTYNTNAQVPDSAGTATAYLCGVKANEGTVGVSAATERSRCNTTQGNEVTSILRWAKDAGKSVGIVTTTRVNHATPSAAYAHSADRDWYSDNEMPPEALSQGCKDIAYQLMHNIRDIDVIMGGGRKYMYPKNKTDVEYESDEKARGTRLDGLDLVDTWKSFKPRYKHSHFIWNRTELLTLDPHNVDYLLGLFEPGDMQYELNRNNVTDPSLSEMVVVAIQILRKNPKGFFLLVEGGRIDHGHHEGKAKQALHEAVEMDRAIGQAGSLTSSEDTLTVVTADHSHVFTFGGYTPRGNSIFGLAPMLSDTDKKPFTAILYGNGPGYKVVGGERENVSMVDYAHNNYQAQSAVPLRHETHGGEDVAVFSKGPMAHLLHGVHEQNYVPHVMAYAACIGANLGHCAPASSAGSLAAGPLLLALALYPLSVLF
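Test system – human TNAP · Doses – 20 µM single point · Incubation – 30 min, room temperature · Signal – luminescent substrate turnover signal · Read-out basis – activation factor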
PPARg SRC2 recr: promotes SRC-2 coactivator recruitment by human PPARgamma; activation, % at 8 µM; 200,000 compounds, 0.34% hits; AID 1032; PPARgamma LBD-SRC-2 recruitment, biochemical; P37231; in the data active means activation above about 22%;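 further: 0% = vehicle and 100% = reference agonist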
Target sequence (P37231 whole entry, looked up, the tested form may be a part): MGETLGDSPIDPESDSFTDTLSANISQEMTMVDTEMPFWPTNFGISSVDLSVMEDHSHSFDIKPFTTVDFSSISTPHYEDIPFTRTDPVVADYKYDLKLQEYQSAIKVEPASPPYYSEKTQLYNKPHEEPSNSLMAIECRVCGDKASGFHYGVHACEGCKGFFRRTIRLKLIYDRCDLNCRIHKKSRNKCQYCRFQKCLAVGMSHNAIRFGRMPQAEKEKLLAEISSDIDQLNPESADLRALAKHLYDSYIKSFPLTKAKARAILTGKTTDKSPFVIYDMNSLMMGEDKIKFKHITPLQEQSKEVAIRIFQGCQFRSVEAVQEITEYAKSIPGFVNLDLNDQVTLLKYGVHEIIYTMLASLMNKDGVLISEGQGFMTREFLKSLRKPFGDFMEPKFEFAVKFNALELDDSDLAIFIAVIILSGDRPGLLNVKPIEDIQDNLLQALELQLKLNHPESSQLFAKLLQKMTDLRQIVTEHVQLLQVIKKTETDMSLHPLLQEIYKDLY
TNAP inh noacc: TNAP (human) inhibition, acceptor-free conditions | purified TNAP, CDP-star luminescence, 30 min | inhibition, % at 20 µM | 200,000 compounds, 0.26% hits | AID 1012;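 active means tissue-nonspecific alkaline phosphatase inhibition above about 50% at 20 µM in the single-dose screen, limit read from the data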;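 further: 0% = DMSO negative control and 100% = EDTA positive control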
bIAP act: intestinal alkaline phosphatase (bovine) activation. purified bovine IAP, CDP-star luminescence, 30 min; active compounds read high; fold of DMSO-control signal, blank-subtracted. 200,000 compounds, 0.17% hits. activation factor at 20 µM. AID 1016;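 active means activation factor of 2 or more at 20 µM, a signal rise over negative controls twice the positive control's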
PPARg SRC1 recr: agonists of human PPARgamma SRC-1 coactivator recruitment | P37231 | PPARgamma-SRC-1 coactivator recruitment biochemical assay | activation, % at 8 µM | 200,000 compounds, 0.41% hits | AID 631; in the data active means activation above about 19%;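 further: 0% = DMSO and 100% = reference agonist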
PPARg SRC-3 ag: PPARgamma-driven SRC-3 recruitment agonism; 200,000 compounds, 0.26% hits; AID 731; activation, % at 8 µM; P37231; biochemical PPARgamma/SRC-3 coactivator recruitment assay; in the data active means activation above about 23%;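 further: 0% = DMSO and 100% = reference agonist; some compounds past the cut are filed as inactive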
SRC2 TRFRET art: counter-screen for PPARgamma SRC-2 recruitment agonists: TR-FRET artefact | active compounds read high | TR-FRET ratio at 8 µM | 200,000 compounds, 0.4% hits | AID 1049; in the data active means TR-FRET ratio above about 2000; further: inactives centre near 1500
bIAP inhibitor: intestinal alkaline phosphatase (bovine) inhibition; purified bovine IAP, CDP-star luminescence, 30 min; inhibition, % at 20 µM; 190,000 tested, under 10 active; AID 1019;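 active means over 50% inhibition of intestinal alkaline phosphatase at 20 µM in the single-dose screen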
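test system = bovine IAP enzyme | medium = DEA buffer 100 mM, pH 9.8, with MgCl2 1.0 mM, ZnCl2 0.02 mM | detection = luminescence | dosing = single compound dose of 20 µM, 2% DMSO final | incubation = 30 min reaction at room temperature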
TNAP inh hi DEA: inhibitors of human TNAP at high phosphate acceptor concentration; P05186; purified TNAP, CDP-star luminescence, 1 M DEA; inhibition, % at 20 µM; 200,000 compounds, 0.03% hits; AID 1135;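 active means over 50% inhibition of tissue-nonspecific alkaline phosphatase at 20 µM in the single-dose screen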;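 further: plate controls were DMSO wells for no effect and EDTA-quenched wells as full inhibition for full effect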
Efa HMGR inh: inhibitors of class II HMG-CoA reductase from Enterococcus faecalis; purified E. faecalis HMGR, NADPH absorbance 340 nm kinetic; inhibition, % at 10 µM; 190,000 compounds, 0.41% hits;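 active means inhibition above a set limit, the median over all tested compounds plus 3 SD, cut at about 9.5% in these data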;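 further: enzyme runs in reverse so mevalonate oxidation gives rising NADPH absorbance; 0% = complete reaction with DMSO and 100% = background rate lacking mevalonate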
Numbers without * were called inactive.

SMILES	TNAP act hiacc	PPARg SRC2 recr	TNAP inh noacc	bIAP act	PPARg SRC1 recr	PPARg SRC-3 ag	SRC2 TRFRET art	bIAP inhibitor	TNAP inh hi DEA	Efa HMGR inh
COc1ccc(C(=O)OC/C(O)=C(\C#N)c2nc3ccccc3[nH]2)cc1S(=O)(=O)N1CCOCC1	1	6	-8	1.2	-4	2	1432	-21	-3	-3
Cc1[nH]c2ccccc2c1C(=O)COC(=O)c1c(-c2c(F)cccc2Cl)noc1C	1	1	-14	1	-2	4	1374	3	-3	-9
CCCCOC(=O)C1[C@H]2C(=O)N(Cc3cccs3)C[C@]23C=C[C@H]1O3 (stereo partly drawn)	1	-2	-9	1.1	8	16	1483	-8	-2	-4
COc1cccc(-n2nnnc2SCC(=O)Nc2nc3c(s2)CCCC3)c1	1	4	-2	1	12	4	1537	-2	-1	-5
CN1/C(=C\C=N\NC(=O)c2ccccc2Br)C(C)(C)c2ccccc21	1	22	-30	1	11	2	1784	-2	3	-4
Cc1cc(C)nc(SCC(=O)c2ccc([N+](=O)[O-])cc2)n1	1	3	-11	0.9	-3	7	1492	14	0	1
Cc1c(Cl)c([N+](=O)[O-])nn1CC(=O)N1CCCC1	1.1	-3	-3	0.6	-3	1	1461	36	-6	0
CCc1nnc(NC(=O)CSc2nc(-c3ccccc3)cc(-c3ccc(OC)cc3)c2C#N)s1	1	-1	-12	1	3	5	1518	3	0	-10
COc1ccc(NC(=O)c2ccc(Br)o2)cc1	1	2	-10	1	4	3	1548	3	-4	4
CC(=O)Nc1cccc2c1C(=O)N(c1ccccc1OC(C)=O)C2=O	1	4	4	1	1	2	1585	0	-1	-2
O=C(c1ccccc1Cl)N(Cc1ccccc1F)N1C(=O)CCCC1=O	1	1	-8	1.1	4	2	1647	-11	-3	-6
CN(C)S(=O)(=O)c1ccc(C(=O)Nc2nnc(SCc3cccc4ccccc34)s2)cc1	1	2	-13	1	-2	2	1523	-2	5	-2
CCc1nc(SCC(=O)NCCc2ccccc2)c2oc3ccccc3c2n1	1	13	0	1	-4	3	2202*	0	-3	8
Cc1cc(C)c(NC(=O)COC(=O)c2cccc3c2C(=O)c2ccccc2C3=O)c(C)c1	1	7	-2	1.1	1	2	1538	-14	-1	2
Cc1ccc(-n2nnc3c(=O)n(CC(=O)N4CCOCC4)cnc32)cc1	1.1	-2	-12	1	-1	-4	1507	3	-5	1
CCCn1c(=N)n(CCOc2ccc(OC)cc2)c2ccccc21	1	7	-9	0.8	10	6	1508	17	-2	-11
CN(C)C(=O)/C(=C/c1cn(-c2ccccc2)nc1-c1cccc([N+](=O)[O-])c1)NC(=O)c1ccccc1	1	-1	-2	0.8	2	4	1563	18	-3	-3
O=C(O)CC12CC3CC(C1)CC(n1ncc(NCc4ccc(F)cc4Cl)c(Cl)c1=O)(C3)C2	1	7	-11	1.1	3	10	1799	-13	-1	0
CCOC(=O)N1CCN(C(c2ccc(C(C)C)cc2)c2sc3nc(C)nn3c2O)CC1 (stereo not drawn)	1	-12	-5	1.2	-2	5	1508	-17	0	0
O=C(CO)N/N=C/c1cccc(Cl)c1Cl	1	6	20	1	2	0	1682	0	-1	4

Next part; the last two above are carried over.
SMILES	TNAP act hiacc	PPARg SRC2 recr	TNAP inh noacc	bIAP act	PPARg SRC1 recr	PPARg SRC-3 ag	SRC2 TRFRET art	bIAP inhibitor	TNAP inh hi DEA	Efa HMGR inh
CCOC(=O)N1CCN(C(c2ccc(C(C)C)cc2)c2sc3nc(C)nn3c2O)CC1 (stereo not drawn)	1	-12	-5	1.2	-2	5	1508	-17	0	0
O=C(CO)N/N=C/c1cccc(Cl)c1Cl	1	6	20	1	2	0	1682	0	-1	4
CCNC(=S)NNC(=O)c1csc2c1CCC(C)C2 (stereo not drawn)	1	-8	-158	1.3	-13	0	1395	-30	-5	-3
OC(c1cccs1)(c1cccs1)C1C[N+]2(CF)CCC1CC2 (stereo not drawn)	1	9	-9	0.8	0	-5	1633	16	-2	-4
COc1ccc(N2C(=O)C3C4C=CC(C5CC45)C3C2=O)c([N+](=O)[O-])c1 (stereo not drawn)	0.9	3	-6	1	8	7	1576	2	8	-20
CCOC(=O)C1=C(O)CSC1=Nc1cccc(Cl)c1	1.1	-1	-17	1	3	1	1269	1	-6	-4
CSc1ccc(/C=N/Nc2nc(C)cc(C)n2)cc1	1	5	-16	1	4	5	1531	1	0	2
Cc1cccc(N=C2NC(=O)/C(=C/C=C/c3ccco3)S2)c1C	0.8	-4	22	1.1	0	-1	1541	-6	17	-4
CN1C(=O)C(CC(=O)NCC2CCCCC2)SC1=Nc1ccccc1 (stereo not drawn)	1	6	-7	1.2	0	2	1539	-18	-4	5
CSc1ccccc1C(=O)Nc1ccccc1C	1	4	-8	1	6	-1	1452	-1	-3	-1
COc1cc2c(cc1OC)CN(C(=O)NS(=O)(=O)c1ccc(C)cc1)CC2	1	8	-7	1	1	5	1481	3	5	-1
COC(=O)Cn1c(=O)c(C)nc2ccccc21	1	5	-2	1	0	0	1560	-5	2	-2
COc1cc(C(=O)Nc2ccc(S(=O)(=O)N3CCCCC3C)cc2)cc(OC)c1OC (stereo not drawn)	1.1	5	-14	0.9	12	-1	1669	6	-5	1
CCN1C(=O)CC(C(=O)NCCc2ccc(S(N)(=O)=O)cc2)SC1=Nc1ccc(OC)cc1 (stereo not drawn)	1	-1	-12	1	13	2	1640	1	-2	2
CCC1Oc2ccc(C)cc2N(CC(=O)N(Cc2ccc(C)o2)C2CCCC2)C1=O (stereo not drawn)	1	5	-4	1	-2	-12	1609	1	1	-3
O=C(N/N=C/c1cccnc1)c1ccc(NC(=O)C(c2ccccc2)c2ccccc2)cc1	1	5	9	0.7	-5	0	1304	33	-4	-4
O=C(COc1ccccc1[N+](=O)[O-])Nc1ccc2c(c1)OCO2	1	2	-4	1.1	-6	-7	1438	-7	-1	-1
CN(C)c1cccc(C(=O)OCC(=O)Nc2ccccc2-c2ccccc2)c1	1	-1	-11	1.2	1	6	1563	-20	-4	-12
Cc1oc(-c2ccccc2F)nc1CS(=O)(=O)CC(=O)NCCCN(C)C1CCCCC1	1	-8	-8	1	8	-7	1503	-2	-5	1
COCCN(C(=S)Nc1c(C)cccc1C)C(C)c1cccs1 (stereo not drawn)	1.1	3	-15	1	4	1	1612	-1	-6	0
COc1ccc(C2=C(Nc3ccc(F)cc3)c3ccccc3C2=O)cc1	0.9	-2	6	1	6	3	1570	5	10	3
O=C(O)COc1c(-c2ccccc2)oc2ccccc2c1=O	1.1	-1	-11	1	10	-4	1476	3	-6	0

4 of the compounds above, in CSV form.
structure,TNAP act hiacc,PPARg SRC2 recr,TNAP inh noacc,bIAP act,PPARg SRC1 recr,PPARg SRC-3 ag,SRC2 TRFRET art,bIAP inhibitor,TNAP inh hi DEA,Efa HMGR inh
CCc1nnc(NC(=O)CSc2nc(-c3ccccc3)cc(-c3ccc(OC)cc3)c2C#N)s1,1,-1,-12,1,3,5,1518,3,0,-10
CSc1ccccc1C(=O)Nc1ccccc1C,1,4,-8,1,6,-1,1452,-1,-3,-1
CCC1Oc2ccc(C)cc2N(CC(=O)N(Cc2ccc(C)o2)C2CCCC2)C1=O (stereo not drawn),1,5,-4,1,-2,-12,1609,1,1,-3
CC(=O)Nc1cccc2c1C(=O)N(c1ccccc1OC(C)=O)C2=O,1,4,4,1,1,2,1585,0,-1,-2

Continuation:
SMILES	TNAP act hiacc	PPARg SRC2 recr	TNAP inh noacc	bIAP act	PPARg SRC1 recr	PPARg SRC-3 ag	SRC2 TRFRET art	bIAP inhibitor	TNAP inh hi DEA	Efa HMGR inh
CC1(C)CC(=O)C(CC(=O)Nc2ccc(S(N)(=O)=O)cc2)=C(O)C1	1	9	-6	0.9	-8	-1	1607	5	-2	-4
COc1ccc(C2NC(=O)c3ccccc3O2)c(OC)c1OC (stereo not drawn)	1.1	1	-18	0.9	-5	1	1348	5	-7	5
Cc1nc2nc(C)c(CCC(=O)N3CCOCC3)c(C)n2n1	1	-14	-1	1	-1	5	1443	-1	-4	3
CN(C)c1nnnn1-c1ccc(Oc2ncc(C(F)(F)F)cc2Cl)cc1	1	11	-8	1.1	12	6	1727	-10	-4	-5
COc1cc(C2C(C#N)=C(N)N(c3cccnc3)C3=C2C(=O)CC(C)(C)C3)ccc1O (stereo not drawn)	1	5	-12	0.9	10	11	1757	12	1	-3
O=S(=O)(O)c1nc2ccccc2n1Cc1ccccc1	1	-7	-10	0.9	5	-5	1738	13	-2	-7
CC1CN=C(Nc2cccc(S(=O)(=O)N(C)C)c2)S1 (stereo not drawn)	1.1	-2	-18	1	-1	4	1362	3	-6	-6
O=C(NCCCN=C1NS(=O)(=O)c2ccccc21)c1ccco1	1	-2	-8	0.9	-5	7	1408	6	-2	-2
COc1ccccc1C(=O)N1CCNC(=O)C1CC(=O)Nc1ccc(Cl)cc1 (stereo not drawn)	1	6	-16	1	-2	6	1433	-4	-4	-5
O=C(NCCCCc1ccccc1)C1CC(c2ccc([N+](=O)[O-])cc2)=NO1 (stereo not drawn)	1	3	4	0.9	5	5	1639	13	0	-2
CCOC(=O)C1CCCN(CCC(=O)Nc2ccccc2)C1 (stereo not drawn)	1	16	-9	0.8	0	2	1734	21	-3	0
O=C(CCS(=O)(=O)c1ccccc1)Nc1nc(-c2cccs2)cs1	1	19	-3	1.1	9	7	1438	-8	-4	2
O=C(NCCc1ccccc1)c1cc(=O)c2ccccc2o1	1	7	7	1	-1	6	1565	-1	-3	-9
CCc1cccc(CC)c1NC(=S)NCC(c1cccnc1)N(C)C (stereo not drawn)	1	4	-12	1	4	1	1642	-4	-4	-2
COc1ccc2[nH]c(=O)c(CN(CCc3ccccc3)C(C)=O)cc2c1	1	-8	-8	1	0	7	1407	2	0	-4
Cc1oc(-c2ccccc2F)nc1CS(=O)(=O)CC(=O)NCCCc1ccccc1	1.1	-3	-2	0.9	-1	-1	1376	8	-5	2
COc1nc(NCc2ccco2)nc(N2CCC(C)CC2)n1	1	1	7	1	11	4	1506	1	-1	-7
CC(C)(C)c1ccc(C(=O)N2CCC(C(=O)NCc3ccco3)CC2)cc1	1	0	-4	0.9	8	-9	1574	14	-4	-1
COC(=O)C1=NN(C(C)(C)CC(C)=O)C2C(=O)N(C3CCCCC3)C(=O)C12 (stereo not drawn)	1	7	-16	1.1	0	1	1634	-14	-5	-5
O=S(=O)(c1ccc(S(=O)(=O)N2CCN(Cc3ccccc3)CC2)cc1)N1CCOCC1	1.1	-3	-16	0.9	-4	-3	1236	8	-6	-3
O=C(CCN1CCCCC1)N/N=C/c1ccc(Br)cc1	1	-3	-13	0.9	3	-2	1495	6	-2	-4
O=c1[nH]c(=O)n([C@H]2C[C@H](O)[C@@H](CO)O2)cc1F	1	4	-8	1.1	-2	-5	1577	-15	-4	-4
CCOC(=O)c1c(OCC)[nH]c2c1cc(O)c1ccccc12	1	6	-3	0.9	19*	20	1702	8	0	-5
O=C(NCc1cccnc1)c1ccc(Cl)cc1[N+](=O)[O-]	1	8	-6	0.9	7	2	1610	10	0	-10
CNc1ncc(C(=O)c2ccc(F)cc2)s1	1	0	-5	1	-3	-1	1355	-5	0	-4
Cc1c(C(=O)OCC(=O)N2CC(C)OC(C)C2)oc2ccc(Br)cc12 (stereo not drawn)	1	4	-9	1.2	4	-5	1373	-18	-3	-2
Cc1cc(C(=O)OCC(=O)NCc2ccco2)c(C)o1	1.1	4	-2	1.1	5	-1	1489	-6	-7	2
